# OXTR agonist – agonists of human oxytocin receptor; 320,000 tested, 0.32% active; CHO-OTR cells, Fluo-8 calcium fluorescence; normalized: DMSO 0%, oxytocin 100%; activation, % at 3 µM; AID 2435;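 active = activation above the mean of all tested compounds plus 3 SD, cutoff set per screening run, cut at about 20% in these data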;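 note: peak over basal fluorescence ratio from a 100 s FLIPR kinetic read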
# Target sequence (P30559 whole entry, looked up): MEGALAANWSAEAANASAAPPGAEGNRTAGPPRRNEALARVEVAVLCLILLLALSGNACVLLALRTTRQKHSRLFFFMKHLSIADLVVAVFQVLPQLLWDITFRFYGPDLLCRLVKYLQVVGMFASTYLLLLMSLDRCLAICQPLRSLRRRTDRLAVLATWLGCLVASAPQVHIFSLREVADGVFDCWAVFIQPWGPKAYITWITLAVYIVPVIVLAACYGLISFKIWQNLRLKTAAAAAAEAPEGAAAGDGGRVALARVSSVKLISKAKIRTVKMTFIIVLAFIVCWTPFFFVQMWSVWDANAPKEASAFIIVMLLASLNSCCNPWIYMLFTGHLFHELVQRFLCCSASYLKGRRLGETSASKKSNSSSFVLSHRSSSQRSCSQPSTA
# V1aR counter – V1a receptor agonism, counter-screen for OXTR agonists; CHO-V1R cells, Fluo-8 calcium fluorescence, agonist mode; 0% DMSO, 100% 3 nM vasopressin; activation, % at 3 µM; P37288; 320,000 tested, 0.25% active;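 active = activation above the mean activation of all tested compounds plus 3 SD, per screening run, cut at about 20% in these data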;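 note: signal is peak over basal fluorescence ratio across a 100 second FLIPR read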
# Target sequence (P37288 whole entry, looked up): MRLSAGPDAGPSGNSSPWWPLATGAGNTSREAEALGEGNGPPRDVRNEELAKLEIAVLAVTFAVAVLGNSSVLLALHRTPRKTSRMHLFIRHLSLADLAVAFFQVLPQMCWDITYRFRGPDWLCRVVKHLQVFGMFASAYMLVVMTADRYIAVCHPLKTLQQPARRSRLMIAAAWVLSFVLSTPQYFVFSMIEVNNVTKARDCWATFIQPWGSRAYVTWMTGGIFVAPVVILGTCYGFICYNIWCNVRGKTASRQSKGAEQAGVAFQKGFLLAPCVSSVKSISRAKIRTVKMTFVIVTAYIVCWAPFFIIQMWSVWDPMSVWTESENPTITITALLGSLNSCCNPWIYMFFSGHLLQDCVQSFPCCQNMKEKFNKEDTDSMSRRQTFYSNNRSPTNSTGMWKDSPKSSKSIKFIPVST
# GalR3 antagonist – human GalR3 antagonism; O60755; HEK293 GalR3-CNG cAMP membrane potential fluorescence; galR3 body fused to GalR1 C-terminus; inhibition, % at 3 µM; 360,000 tested, 0.44% active; AID 651719;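 active = inhibition above the screen-wide average plus 3 SD, cut at about 13% in these data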;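 note: forskolin and galanin both at EC90 stimulate the cells; cAMP rise reported by CNG channel membrane potential dye signal; 0% = forskolin plus galanin with DMSO and 100% = forskolin alone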
# Target sequence (O60755 1-299 limits assumed): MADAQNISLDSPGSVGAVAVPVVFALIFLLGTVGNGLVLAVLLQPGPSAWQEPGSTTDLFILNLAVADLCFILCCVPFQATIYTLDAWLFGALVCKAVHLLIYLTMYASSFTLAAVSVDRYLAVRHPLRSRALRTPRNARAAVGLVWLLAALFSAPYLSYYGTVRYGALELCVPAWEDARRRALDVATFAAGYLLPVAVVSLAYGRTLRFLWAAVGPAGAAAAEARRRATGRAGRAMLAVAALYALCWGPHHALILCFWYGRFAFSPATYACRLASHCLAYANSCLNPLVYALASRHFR
# Numbers without * were called inactive. Only part of the results is shown. The share of hits here may be higher or lower than overall.
# Sample of the layout:
SMILES,OXTR agonist,V1aR counter,GalR3 antagonist
Cc1noc(C)c1NC(=O)N(C)C[C@H]1Oc2ccc(NS(=O)(=O)c3ccc(F)cc3)cc2C(=O)N([C@H](C)CO)C[C@@H]1C,0.0,0.2,-0.6
O=C(c1ccc2c(c1)OCO2)N1CCN(S(=O)(=O)c2ccc(Br)cc2Cl)CC1,1.8,2.3,-6.8
CCOc1ccc(CN(C)C(=O)c2ccc(S(=O)(=O)N(C)c3ccccc3OC)cc2)cc1,1.3,9.6,-4.8

# All compounds of this part, from the first entry:
SMILES,OXTR agonist,V1aR counter,GalR3 antagonist
Cc1noc(C)c1NC(=O)N(C)C[C@H]1Oc2ccc(NS(=O)(=O)c3ccc(F)cc3)cc2C(=O)N([C@H](C)CO)C[C@@H]1C,0.0,0.2,-0.6
O=C(c1ccc2c(c1)OCO2)N1CCN(S(=O)(=O)c2ccc(Br)cc2Cl)CC1,1.8,2.3,-6.8
CCOc1ccc(CN(C)C(=O)c2ccc(S(=O)(=O)N(C)c3ccccc3OC)cc2)cc1,1.3,9.6,-4.8
CCCCCCCC/C=C\CCCCCCCC(=O)NCCO,0.5,1.9,-1.8
Cn1c2c(c(=O)n1-c1ccccc1)CSCC2,-0.8,0.2,-7.9
O=C(NCCc1ccc(F)cc1)c1ccc(Cl)c(S(=O)(=O)N2CCOCC2)c1,12.0,8.5,-5.3
Cc1ccc(C)c(S(=O)(=O)N2CCN(c3nc(-c4cccnc4)nc4ccccc34)CC2)c1,-0.6,0.2,-4.9
O=C(NCCCN1CCOCC1)c1cccc(S(=O)(=O)NCc2ccccc2)c1,-0.1,-1.4,-0.5
CCOC(=O)C1CCN(C(=O)/C=C/c2ccc(S(=O)(=O)N3CCOCC3)cc2)CC1,0.3,3.2,-1.8
COc1ccccc1N1CC(C(=O)Nc2nc(C)cs2)CC1=O (stereo not drawn),0.4,1.0,6.5
CC[C@@]12C(=O)N(c3ccccc3)C(=O)N1[C@H](c1ccc(OC)cc1)[C@@H]1C(=O)N(C(C)(C)C)C(=O)[C@@H]12,-0.9,-0.2,-0.3
COc1ccc(C(CNC(=O)c2cccc(S(=O)(=O)Nc3ccccc3OC)c2)N2CCCC2)cc1 (stereo not drawn),1.0,-1.4,-6.2
CN(CC(=O)Nc1ccccc1Cl)C(=O)c1cc(C2CC2)nn1-c1ccccc1,-1.8,0.7,-3.8
O=C(COC(=O)c1c[nH]c2ccccc12)NC1CCCCC1,1.5,1.3,4.6
Cn1cncc1C#Cc1c(-c2ccsc2)sc2ccccc12,3.1,0.6,-4.3
CC1CC(C)CN(C(C)C(=O)Nc2cc(S(=O)(=O)N3CCCCC3)ccc2Cl)C1 (stereo not drawn),1.8,0.3,-1.1
O=C(COC(=O)c1c[nH]c2ccccc12)Nc1cccc(F)c1,6.0,8.4,-4.8
CC1CCC2(CC1)NC(=O)N(CC(=O)Nc1cccc(C#N)c1)C2=O (stereo not drawn),0.5,-0.5,-5.5
COc1cccc(CNC(=O)COC(=O)CN2C(=O)NC3(CCCCC3C)C2=O)c1 (stereo not drawn),-1.1,0.3,-1.9
COc1ccc(CCNC(=O)c2ccc(OCc3c(C)noc3C)c(OC)c2)cc1,-0.5,0.6,-4.2
CC1(C)C(=O)Nc2ccccc2N1C(=O)COC(=O)Cc1c(F)cccc1Cl,-2.4,0.0,-3.2
Cc1[nH]c2ccccc2c1C=NNC(=O)c1cc(-c2cccnc2)nc2ccccc12,0.2,0.9,0.0
O=C(COC(=O)c1ccc2ncsc2c1)Nc1ccccc1Cl,0.8,0.6,-2.4
Cc1ccc(NS(=O)(=O)c2ccc(C(=O)OCC(=O)N3CCCCC3)cc2)cc1,24.4*,19.3,-6.7
CCC(C)c1ccccc1N1CC(C(=O)N(C)CC(=O)Nc2cccc(F)c2)CC1=O (stereo not drawn),-0.9,-1.1,-2.2
O=C(Nc1nnc(-c2ccccc2)o1)C1CCCN1S(=O)(=O)c1cccs1 (stereo not drawn),-0.8,-1.0,-2.4
COc1ccc(C2=Nn3c(nnc3-c3ccccc3OC)SC2)cc1OC1CCOC1 (stereo not drawn),-0.1,0.8,-1.1
CSCC[C@H](NC(=O)c1cccc(S(=O)(=O)N2CCCCC2)c1)c1nc2ccccc2[nH]1,-0.6,-0.9,-2.4
COc1cccc(NS(=O)(=O)c2ccc(S(=O)(=O)N3CCCC3)cc2)c1,9.1,7.8,-6.8
CC(C)(C)OC(=O)C[C@H]1C/C=C\C[C@@H](CC(=O)NCCO)C(=O)N[C@H](Cc2ccccc2)COC1=O,1.1,-0.5,-6.1
CCOc1ccc(CCNC(=O)COC(=O)c2cccc(S(=O)(=O)N3CCCCC3)c2)cc1OCC,-1.2,0.3,-3.1
CN(C)CCCn1c2c(c(SCC(=O)Nc3cccc4ccccc34)nc1=O)CCCC2,-1.2,-0.9,-4.1
COC(=O)c1ccccc1S(=O)(=O)N1CCC(C(=O)OC(C)C(=O)Nc2ccccc2OC)CC1 (stereo not drawn),0.3,4.2,1.8
O=C(NNC(=O)c1ccccc1F)c1ccc(-c2ccc(Cl)cc2)o1,1.6,-0.3,-5.4
C[C@H](CO)N1C[C@H](C)[C@@H](CN(C)Cc2ccc(-c3ccccc3)cc2)Oc2c(NC(=O)Nc3ccc4c(c3)OCO4)cccc2C1=O,-0.2,0.7,-1.3
CCN(C(=O)COC(=O)c1cc([N+](=O)[O-])ccc1N1CCOCC1)c1ccccc1,-0.4,0.9,-0.9
OC[C@H]1OC(O)[C@H](O)[C@@H](O)[C@H]1O (stereo partly drawn),-0.5,0.0,-3.9
Cc1c(C(=O)N2CCC2)oc2ccc(Br)cc12,-0.8,-0.7,4.7
Cc1cccc(NC(=O)CSCC(=O)N(C)Cc2c(F)cccc2Cl)c1,1.0,1.7,-4.3
CC1CCCN(C(=O)c2ccc(Cl)c(S(=O)(=O)N3CCCCCC3)c2)C1 (stereo not drawn),1.7,3.6,-3.7

# Structural class, the compounds so far with a tert-butyl group (2)
SMILES,OXTR agonist,V1aR counter,GalR3 antagonist
CC[C@@]12C(=O)N(c3ccccc3)C(=O)N1[C@H](c1ccc(OC)cc1)[C@@H]1C(=O)N(C(C)(C)C)C(=O)[C@@H]12,-0.9,-0.2,-0.3
CC(C)(C)OC(=O)C[C@H]1C/C=C\C[C@@H](CC(=O)NCCO)C(=O)N[C@H](Cc2ccccc2)COC1=O,1.1,-0.5,-6.1

# (listing goes on)
SMILES,OXTR agonist,V1aR counter,GalR3 antagonist
CCn1c(SCC(=O)N(C)CC(=O)Nc2cccc(OC)c2)nnc1-c1ccco1,0.4,-0.1,-3.7
CCCN(C(=O)c1cc(S(=O)(=O)N2CCCCCC2)ccc1OC)C1CCS(=O)(=O)C1 (stereo not drawn),-0.4,-0.7,-2.6
COc1cccc(NC(=O)CN(C)C(=O)c2cc(S(=O)(=O)N3CCCCC3)ccc2Cl)c1,-0.6,1.0,2.7
CCCn1c(N)c(C(=O)CSc2nnc(Cc3cccs3)n2C2CC2)c(=O)n(C)c1=O,0.4,0.4,-4.2
CCCCCn1nc(C(=O)N(CC)c2c(N)n(CCCC)c(=O)[nH]c2=O)c2ccccc2c1=O,0.8,0.7,-5.8
CCOc1ccc(N2CC(C(=O)NNC(=O)c3ccc(Br)cc3)CC2=O)cc1 (stereo not drawn),-1.6,2.5,-3.9
Cc1ccc(NC(=O)C2CC2)cc1S(=O)(=O)N1CCOCC1,0.6,1.1,-6.0
O=C(NC1CCSc2ccccc21)c1cccc(S(=O)(=O)N2CCOCC2)c1 (stereo not drawn),1.4,1.3,-3.6
COc1ccc(-c2c(-c3cc(OC)cc(OC)c3)n(C)c3ccc(-c4cccc5[nH]ccc45)cc23)cc1,-0.2,1.7,-2.5
COc1ccc(OC)c(NC(=O)CSc2nc(=O)n(Cc3ccccn3)c3c2CCC3)c1,-2.3,-0.9,-5.2
COc1cc(OC)cc(C(=O)NNC(=O)CCOc2ccccc2OC)c1,0.4,-0.1,-4.4
Cc1ccc(S(=O)(=O)N(Cc2cccc(C(F)(F)F)c2)C(=O)N2CCN(C)CC2)cc1,0.1,-0.2,-3.1
COc1cc(OC)cc(C(=O)NNC(=O)CCC2CCCC2)c1,0.8,1.2,-5.0
O=C(c1ccc(F)c(S(=O)(=O)N2CCOCC2)c1)N1CCN(c2ncccn2)CC1,0.6,1.1,-3.8
O=C1CC/C=C\C[C@@H](CC(=O)N(CCO)Cc2ccccc2)C(=O)NCCO1,0.8,-0.1,-1.7
CCOc1ccc(C(=O)COC(=O)c2nn(CC)c(=O)c3ccccc23)cc1,-1.9,0.2,-3.3
CCCCCn1cnnc1SCC(=O)c1ccc2c(c1)OCO2,-0.2,-0.2,-4.9
Cc1ccc(C(=O)Nc2c(C)n(C)n(-c3ccccc3)c2=O)cc1S(=O)(=O)N1CCCCC1,-0.3,0.2,-4.8
Cc1cccc(N(Cc2ccccc2)C(=O)Cc2ccc(S(=O)(=O)N3CCOCC3)s2)c1,-1.9,-1.4,-5.8
Cc1ccc(S(=O)(=O)CCC(=O)NNC(=O)CN(C)S(=O)(=O)c2ccc(C)cc2)cc1,-1.1,-0.8,3.5
Nn1c(COc2cccc(Br)c2)nnc1SCC(=O)NCC1CCCO1 (stereo not drawn),0.0,0.4,-6.6
CCOc1ccccc1C(=O)NCC(=O)OCC(=O)c1c(N)n(C)c(=O)n(C)c1=O,1.5,1.2,-5.1
C[C@H](NC(=O)c1ccco1)C(=O)NCc1cccs1,0.8,1.6,-5.1
CCOc1ccc(S(=O)(=O)NCCC(=O)N(C)CC(=O)Nc2ccc(N3CCOCC3)cc2)cc1,-0.2,0.4,-5.5
Cc1noc(C)c1COc1ccc(C(=O)N2CCN(c3ccccn3)CC2)cc1,-1.9,-0.6,-0.6
COc1ccc(-n2sc3ccc(F)cc3c2=O)cc1,11.8,10.4,-3.8
O=C(CNC(=O)c1ccccc1F)NCCN1C(=O)S/C(=C\c2ccc3c(c2)OCO3)C1=O,0.4,0.4,-5.1
O=C(COC(=O)c1ccc(O)cc1)NC(c1ccccc1)c1ccccc1,4.2,6.5,-5.2
COc1ccc([C@@H]2[C@@H]3C(=O)N(C(C)(C)C)C(=O)[C@@H]3[C@]3(Cc4ccc(Cl)cc4)C(=O)N(c4ccc(C)cc4)C(=O)N23)cc1,-0.3,0.4,-3.5
COCCN(CCOC)S(=O)(=O)NC[C@H]1O[C@@H](n2cnc3c(N)ncnc32)[C@H](O)[C@@H]1O,0.5,-0.2,-6.9
CC(Sc1nnnn1C)C(=O)NC1CCCC1 (stereo not drawn),1.4,1.0,-3.2
Cn1ccnc1SCC(=O)NC1(C#N)CCCCC1,-0.9,0.8,-6.8
Cc1ccc(S(=O)(=O)NCCC(=O)NC2CCN(Cc3ccccc3)CC2)cc1,-0.1,-0.8,0.1
CC(=O)c1ccc(S(=O)(=O)NCC(=O)Nc2nc3ccccc3[nH]2)cc1,-0.7,-0.4,-5.8
CC1CCN(C(=S)NC(=O)c2ccc(F)cc2)CC1,-0.3,0.4,-2.8
COc1ccc(OC)c(NC(=O)COC(=O)C2CCC2)c1,1.0,-0.5,1.3
COc1ccc(Cl)cc1NC(=O)CSc1nc(=O)n(CCN(C)C)c2c1CCCC2,6.3,0.7,-5.4
CCOc1ccc(CCNC(=O)CN2C(=O)NC3(CCc4ccccc43)C2=O)cc1OCC (stereo not drawn),-1.0,-1.4,-3.0
Cc1nn(CC(=O)N(C)c2c(N)n(Cc3ccccc3)c(=O)[nH]c2=O)c(C)c1[N+](=O)[O-],0.6,1.4,-6.1
COc1cc(OC)cc(-c2c(-c3ccc(F)cc3)c3cc(-c4ccc(SC)cc4)ccc3n2C)c1,1.3,0.2,-3.0
O=C(NCCOc1ccccc1F)c1cccc(S(=O)(=O)N2CCN(c3ccccc3)CC2)c1,-0.1,-0.3,-4.5
Cc1cc2occ(CC(=O)N(C)CC(=O)Nc3ccccc3Cl)c2cc1C,-0.8,-0.3,-3.2
CCN1C(=O)Nc2cccc3cccc1c23,-2.5,-0.9,6.7
COc1ccc(-c2cccc(-c3nc4ccc(Cl)cn4c3NC3CCCCC3)c2)cc1,0.1,0.8,1.2
COC(=O)c1[nH]c2cc(OC)c(OC)cc2c1NC(=O)CN1C[C@H]2C[C@@H](C1)c1cccc(=O)n1C2,0.2,0.4,1.3
CCN(C[C@H]1N[C@@](C)(C(=O)OC)[C@H]2C(=O)N(Cc3ccccc3)C(=O)[C@@H]12)S(=O)(=O)c1ccc(C(C)(C)C)cc1,0.9,0.6,-7.5
CCOc1cc(C(=O)Nc2cc(OC)cc(OC)c2)ccc1OCC(=O)N1CCOCC1,-1.7,0.1,-1.5
O=C(COC(=O)c1nn(-c2ccccc2C(F)(F)F)cc1O)c1ccc(OC(F)F)cc1,3.4,3.3,-4.3
O=C(OCC(=O)N1CCCCCC1)c1cccc(Cl)c1,0.3,-0.4,-7.0
CC(=O)NCCC(=O)Nc1cc(S(=O)(=O)N2CCCCC2)ccc1N1CCN(C)CC1,2.6,1.8,-2.5
CCn1c(SC)nc2cc(S(=O)(=O)N3CCCCC3)ccc21,2.2,1.2,-2.8
C=CCNc1nc(C(=O)OCC(=O)c2ccc(Cl)cc2)cs1,-0.3,-0.5,-4.2
CCOc1cc(N2CCOCC2)c(OCC)cc1NC(=O)COC(=O)CCOc1cc(C)ccc1C,-1.6,-0.6,-2.5
COc1ccc(CNC(=O)COC(=O)c2ccc(C)c(S(=O)(=O)N3CCOCC3)c2)cc1,0.7,1.6,-3.5
CCN(C[C@H]1N[C@@](Cc2ccccc2)(C(=O)OC)[C@H]2C(=O)N(Cc3ccccc3)C(=O)[C@@H]12)C(=O)NC(C)C,0.6,0.4,-8.5
CC1CC1C(=O)OCC(=O)NNC(=O)c1ccc([N+](=O)[O-])cc1 (stereo not drawn),0.6,0.3,-3.3
